# IL-1B inflam inh: qHTS for Inhibitors of Inflammasome Signaling: IL-1-beta AlphaLISA Primary Screen; THP-1 LPS/ATP IL-1B secretion, AlphaLISA, 16 h; active compounds read low; 360,000 compounds, 4.7% hits; activity change, % at 57.5 µM; in the data active = activity change below about -50%; inconclusive = mostly about -30% to -49%; note: % is set by controls: 0 for no effect and ±100 for the full control effect
#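 THP-1 cells pretreated 1 hr with compounds (up to 57.5 uM final), then stimulated with LPS (250 ng/mL final) plus ATP (1.25 mM final); secreted IL-1B measured by AlphaLISA after 16 hr, decreased signal indicating inhibition.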
# ATXN2 expr inh: Primary qHTS for Inhibitors of ATXN expression. HEK-293 ATXN2-luciferase reporter, luminescence, 24 h. Potency, µM (doses to about 57 µM), inactives show at the highest dose activity change, negative = inhibition, most hits filed as inhibitors. 360,000 compounds, 0.72% hits. AID 1745845, 2022; note: potency is the fitted concentration of half-maximal effect; % is set by controls: 0 for no effect and ±100 for the full control effect; nearly all actives have a fitted effect of over 55% in size
#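 ATXN2-luciferase reporter cells (luciferase flanked by upstream and downstream ATXN2 gene portions) were treated 24 h at 37 °C with compounds at up to 57 uM. SteadyGlo luminescence gave expression; GF-AFC fluorescence gave viability.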
# HT1080NT lethal: qHTS for induction of synthetic lethality in tumor cells producing 2HG: qHTS for the HT-1080-NT fibrosarcoma cell line. HT-1080-NT fibrosarcoma viability, CellTiter-Glo ATP luminescence, 48 h. Potency, µM (highest dose often 46.1 µM), for inactives: at the top dose activity, negative = less viability, actives largely listed as cytotoxic. AID 686970, 2013. 360,000 compounds, 1.6% hits;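 note: NT is the 2HG producing partner of a matched IDH1 knockdown line; potency is the fitted concentration of half-maximal effect; 0% = DMSO-treated cells and -100% = media-only wells without cells; nearly all actives have a fitted effect of over 55% in size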
#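 HT-1080-NT fibrosarcoma cells (2HG-overproducing), 750 cells/well in RPMI with 5% FBS, dosed after 2 h and incubated 48 h at 37C. CellTiter-Glo luminescence normalized to DMSO and no-cell wells; concentration-response curves fitted and classed.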
# S2 tox: Viability Counterscreen for Primary qHTS for Inhibitors of ATXN expression | 400,000 compounds, 0.49% hits | Potency, µM (top dose mostly 56.7 µM), usual class: cytotoxic | S2 cells (HEK-293 line with an ATXN2-luciferase reporter) viability, CellTiter-Fluor protease fluorescence, 24 h; note: potency is the fitted concentration of half-maximal effect; nearly all actives have a fitted effect of over 40% in size
# HepG2 viability: qHTS for Inhibitors of TGF-b: Cytotox Counterscreen | HepG2 CAGA-GFP viability, ATP luminescence, 18 h | Potency, µM (highest dose often 46.1 µM), without a hit: top-dose activity change, negative = cytotoxicity, usual class: cytotoxic | 410,000 compounds, 0.76% hits; note: potency is the fitted concentration of half-maximal effect; some results filed as inactive show a strong effect at the top dose
#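 CellTiter-Glo luminescence gave cytotoxicity after 18 hours at 37 degrees C. The cells were HepG2 CAGA-GFP in 1% FBS DMEM, stimulated with 500 pg/mL TGF-beta after compound addition. %Activity was normalised to no-cell wells (complete cell-killing) and DMSO (no toxicity), and curves were fitted and classified.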
# HT1080 IDH1KD tx: qHTS for induction of synthetic lethality in tumor cells producing 2HG: qHTS for the HT-1080-IDH1KD cell line. Potency, µM (top dose mostly 46.1 µM), without a hit: at the highest dose activity, negative = toxicity, hits mostly cytotoxic. HT-1080 IDH1 knockdown viability, ATP luminescence, 48 h. 360,000 compounds, 2% hits;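 note: potency is the fitted concentration of half-maximal effect; 0% = DMSO wells and -100% = cell-free medium wells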
#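 % activity derives from luminescence (CellTiter-Glo), normalised to DMSO and no-cell wells. HT-1080-IDH1KD cells, 750/well, had 48 h compound exposure at 37 °C.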
# MCF10A rereplic: A quantitative high throughput screen for small molecules that induce DNA re-replication in MCF 10a normal breast cells; MCF 10A DNA re-replication, Hoechst nuclear intensity, 48 h; Potency, µM (top dose mostly 46.1 µM), for the others: at the highest dose activity, positive = re-replication, usual class: activators; 350,000 compounds, 2.9% hits; AID 624296, 2012; note: potency is the fitted concentration of half-maximal effect; % of control where 0% means no effect; nearly all actives have a fitted effect of over 50% in size
# SW480 rerep: A quantitative high throughput screen for small molecules that induce DNA re-replication in SW480 colon adenocarcinoma cells; SW480 DNA re-replication, Hoechst DNA content imaging, 48 h; Potency, µM (highest dose often 46.1 µM), inactives show top-dose re-replication activation, most hits filed as activators; 340,000 compounds, 1.8% hits; note: potency is the fitted concentration of half-maximal effect; % of control where 0% means no effect; nearly all actives have a fitted effect of over 55% in size
#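 Image-based read-out: total Hoechst fluorescence of nuclei (405 nm excitation, 500-530 nm emission), with hits raising the fraction of high-intensity nuclei. SW480 colon cells incubated 48 hr with compounds at 37 C.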
# KB-3-1 cytotox: qHTS assay for MDR1-selective chemotherapeutics: Primary screen using the parental adenocarcinoma cell KB-3-1; KB-3-1 viability, CellTiter-Glo ATP luminescence, 72 h; Potency, µM (series often up to 46.1 µM), inactives show at the highest dose activity change, negative = cytotoxic, actives largely listed as cytotoxic; 400,000 compounds, 1.4% hits; note: potency is the fitted concentration of half-maximal effect; % is set by controls: 0 for no effect and ±100 for the full control effect; nearly all actives have a fitted effect of over 60% in size
#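 KB-3-1 cells, DMEM (no phenol red) + 10% FBS; compound by pin transfer, 72 h, 37 °C. Readout: CellTiter-Glo luminescence after 10 min. Data normalized, curve-fitted.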
# An asterisk follows results filed as active; i = inactive; ? = inconclusive; nt = not tested or not shown; & = joins results of further samples; [ ] = another dose, or the depositor's remark. Unless noted, calls come from the whole dose curve; as a rule, active = well fitted curve in the direction sought with a large enough effect; inconclusive = small, poorly fitted or top-dose-only effect, or another doubt; inactive = no such curve, though single readings can be large; an effect the other way counts as inactive or inconclusive.
SMILES,IL-1B inflam inh,ATXN2 expr inh,HT1080NT lethal,S2 tox,HepG2 viability,HT1080 IDH1KD tx,MCF10A rereplic,SW480 rerep,KB-3-1 cytotox
CC(C)OC(=O)c1c(N)n(CCCN2CCOCC2)c2nc3ccccc3nc12,-11,-5%,-12%,?,-16%,-15%,0%,?,-1%
Cc1cc(C)c2c(c1)/C(=C/C(=O)c1ccc(Br)s1)C(=O)N2,-106*,18µM*,?,?,3%,?,?,20%,18µM*
CC(=O)Nc1ccccc1NC(=O)C/C(C)=N/NC(=O)c1ccc([N+](=O)[O-])c(Cl)c1,14,7%,17%,i,7%,18%,?,0%,3%
CNC(=O)COC(=O)/C=C/c1ccc(F)cc1,8,8%,6%,i,8%,11%,7%,10%,1%
CCN(CC)CCCn1c(C)cc2c(c1=O)C(c1cc(OC)c(OC)cc1OC)C(C#N)=C(N)O2 (configuration not stated),21,-3%,14%,i,-2%,11%,-1%,1%,7%
CCOC(=O)c1c(NC(=O)CSc2nc3cccnc3n2C)sc(C(C)=O)c1C,-2,3%,-23%,i,-38%,-25%,?,4%,-10%
COc1cc(C2NC(=O)NC(c3ccccc3)=C2C(C)=O)ccc1OCC(=O)O (configuration not stated),-4,5%,-1%,i,-24%,9%,?,-1%,-5%
CCCc1cc(=O)[nH]c(SCC(=O)NCc2ccc3c(c2)OCO3)n1,19,1%,12%,i,-5%,5%,-9%,-11%,4%
Cc1cccc(Cn2nc(C(C)(C)C)cc2C(=O)Nc2ccc(F)cc2)c1,-53*,?,?,?,13µM*,?,?,?,?
O=C(Nc1ccccc1)NC1(C(=O)N2CCN(C(=O)c3ccco3)CC2)CCCCC1,1,-3%,3%,i,4%,9%,26%,0%[9.22 µM],0%
CCCCC[C@H]1CN(CCCC)C(=O)[C@@H]1CC(=O)NCc1ccccc1,27,-2%,6%,i,-30%,13%,9%,-2%,10%
O=C(O)c1cc2cccc(S(=O)(=O)N3CCOCC3)c2cc1O,15,1%,5%,i,8%,2%,0%,-2%,3%
COC(=O)Cc1ccc(NC(=S)NCc2ccc(S(N)(=O)=O)cc2)cc1,45,-20%,-1%,i,1%,-3%,2%,23%,-2%
NNC(=O)CSc1ncc(-c2ccccc2)[nH]1,10,-18%,5%,i,4%,2%,1%,-58%[inhibitor],-6%
O=C(Nc1ccccc1)N(Cc1cccs1)C1CCCC1,-1,1%,2%,i,-21%,-6%,?,-3%,0%
COc1cccc(NC(=O)C(C#N)Cc2ccncc2)c1 (configuration not stated),16,2%,-12%,i,0%,-5%,-2%,0%,-1%
COc1ccc(NC(=O)N(C)C[C@H]2Oc3c(NC(=O)Nc4c(C)noc4C)cccc3C(=O)N([C@H](C)CO)C[C@@H]2C)cc1,-4,6%,4%,i,2%,9%,13%,-1%,0%
Cc1ccc(S(=O)(=O)N2CCC(=O)N(C(COCc3ccccc3)C(C)C)CC2)cc1 (configuration not stated),0,-3%,-1%,i,-26%,-2%,-19%,?,-12%
CCCCCCCCCCCCCCCCCCO,nt,0%,nt,i,nt,nt,4%,-6%,nt
CC(C)c1ccc(NC(=O)Cc2cn(C)c3ccccc23)cc1,8,-6%,-1%,i,-22%,2%,-4%,-11%,-2%
C=CC[n+]1c(/C=C/c2ccc(OC(C)=O)c(OC)c2)ccc2ccccc21,-99*,nt,?,16µM*,-56%,?,-8%,-27%,?
COc1ccc(OC)c(S(=O)(=O)N(C)CC(=O)N2CCOCC2)c1,-11,4%,?,i,-2%,15%,9%,?,-2%
COc1ccc(C=CC(=O)c2ccc([N+](=O)[O-])cc2)cc1,0,-18%,12%,i,14%,-20%,-8%,-3%,-1%
CN(C)CC(C)(C)CNc1ccc(S(=O)(=O)N2CCCC2)cn1,-3,-22%,20%,i,2%,19%,17%,-4%,-11%
CN(C(=O)c1ccco1)c1nnc(-c2ccc(F)cc2)s1,-17,22%,-1%,i,-48%,-7%,-13%,?,-1%

# Other results
SMILES,IL-1B inflam inh,ATXN2 expr inh,HT1080NT lethal,S2 tox,HepG2 viability,HT1080 IDH1KD tx,MCF10A rereplic,SW480 rerep,KB-3-1 cytotox
O=C(COC(=O)c1ncc(Cl)c(Cl)c1Cl)NCc1ccccc1,-15,-2%,5%[9.24 µM],i,0%,0%,15%,-4%,-3%
CC(C)CC1C(=O)N(Cc2cn(Cc3ccco3)nn2)CCS(=O)(=O)N1Cc1ccc(-c2ccc(Cl)c(Cl)c2)cc1 (configuration not stated),-82*,?,?,?,-89%,18µM*,nt,nt,-30%
O=C(O)CC1c2ccccc2C=Cc2ccccc21,37,-2%,4%,i,-1%,-1%,-2%,-2%,-5%
O=C(Nc1ccccc1N1CCCC1)C1CCN(S(=O)(=O)c2ccccc2)CC1,-28,2%,6%,i,-20%,1%,1%,-6%,3%
CCOC(=O)c1cc(-c2cccnc2)nn1-c1ccccc1C,75,6%,11%,i,-2%,0%,?,7%,5%
Cc1[nH]n2c(=O)c3c(nc2c1-c1ccc(F)cc1)CCCC3,8,10%[11.3 µM],10%,i,4%,-9%,-9%,-3%,?
Cc1nnc(SCC(=O)N2CCCC2)n(N)c1=O,14,-17%,12%,i,-21%,8%,1%,-7%,8%
COc1ccccc1N1CCN(S(=O)(=O)CCNC(=O)CC2CCCCC2)CC1,-3,-2%,4%,i,-5%,24%,11%,-6%,-6%
COc1ccc(-c2nn(C)c3sc(C(=O)N4CCN(c5ccccc5F)CC4)cc23)cc1OC,nt,-2%,nt,i,-15%,nt,nt,nt,2%
COc1ccc2c(/C=C/c3cc[n+](C)cc3)c[nH]c2c1,26,-30%,-22%,?,-35%,-2%,-14%,-1%,1.8µM*
COC(=O)C1C(OC)=CC(=O)C2CCCCC21 (configuration not stated),19,-10%,18%,?,8%,14%,12%,-5%,8%
C=CCc1ccccc1OCCNCc1ccccc1,-91*,-27%,-1%,i,-12%,?,11%,3%,1%
O=C(O)c1cccc(NCc2cccnc2)c1,0,2%,0%,i,-34%,0%,-3%,-2%,0%
O=C(COc1cccnc1[N+](=O)[O-])c1ccc(Cl)s1,-11,8%,13%,i,-3%,2%,?,-71%[inhibitor],8%
Cc1ccc(C(=O)N/C(=C\c2ccco2)C(=O)NCCN2CCCCC2)cc1C,-21,-16%,-15%,i,-4%,-16%,-4%,-4%,1%
CC(C)Nc1nc(C#N)nc(NC(C)C)n1,-15,-22%,-18%,i,-2%&0%,?,?,-6%,1%&0%
O=C(O)c1ccccc1C(=O)c1ccc2c(c1)N(Cc1ccc(Cl)c(Cl)c1)C(=O)CO2,-53*,-20%,-29%,?,-10%,-23%,?,-2%,1%
Cc1cc(=O)oc2cc(OCC(=O)Nc3ccc(O)c(C(=O)O)c3)ccc12,nt,2%,nt,i,4%,nt,nt,nt,-3%
Brc1ccsc1-c1csc(-c2ccncc2)n1,13,nt,6%,i,-34%,9%,13%,-11%,-5%
Cc1ccc(S(=O)(=O)Nc2cccc(Cl)c2)cc1NC(=O)c1cccnc1,-11,-9%,-15%,i,-18%,-11%,?,?,-6%
CCCOC1CCCN(C(=O)CCc2nnc(-c3ccc4c(c3)OCO4)o2)C1 (configuration not stated),0,25%,-1%,i,-12%,-1%,12%,0%,-4%
CCCC(=O)N1CCC1(C)C(=O)Nc1ccc(OC(F)F)cc1 (configuration not stated),0,9%,11%,i,3%,1%,nt,nt,0%
Cc1cccc(CC(C)NC(=O)CCc2nnc(-c3ccccc3)o2)n1 (configuration not stated),-2,nt,7%,i,2%,10%,1%,-2%,3%

# By substructure, those above containing an NH in an aromatic ring
SMILES,IL-1B inflam inh,ATXN2 expr inh,HT1080NT lethal,S2 tox,HepG2 viability,HT1080 IDH1KD tx,MCF10A rereplic,SW480 rerep,KB-3-1 cytotox
CCCc1cc(=O)[nH]c(SCC(=O)NCc2ccc3c(c2)OCO3)n1,19,1%,12%,i,-5%,5%,-9%,-11%,4%
NNC(=O)CSc1ncc(-c2ccccc2)[nH]1,10,-18%,5%,i,4%,2%,1%,-58%[inhibitor],-6%
Cc1[nH]n2c(=O)c3c(nc2c1-c1ccc(F)cc1)CCCC3,8,10%[11.3 µM],10%,i,4%,-9%,-9%,-3%,?
COc1ccc2c(/C=C/c3cc[n+](C)cc3)c[nH]c2c1,26,-30%,-22%,?,-35%,-2%,-14%,-1%,1.8µM*

# 2 records drawn at random from those above, as already listed:
SMILES,IL-1B inflam inh,ATXN2 expr inh,HT1080NT lethal,S2 tox,HepG2 viability,HT1080 IDH1KD tx,MCF10A rereplic,SW480 rerep,KB-3-1 cytotox
Cc1cccc(CC(C)NC(=O)CCc2nnc(-c3ccccc3)o2)n1 (configuration not stated),-2,nt,7%,i,2%,10%,1%,-2%,3%
O=C(O)c1cccc(NCc2cccnc2)c1,0,2%,0%,i,-34%,0%,-3%,-2%,0%

# From PubChem BioAssay
